Screening data as filed in PubChem.
CHO-K1 Ca antag: nonselective inhibitor or artifact in parental CHO-K1 cells | ATP-induced calcium, Fluo-8 fluorescence | inhibition, % at 3 µM | 0.6% of 360,000 active;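 active = inhibition above a per-plate cutoff, the plate's mean sample inhibition plus 3 SD, cut at about 24% in these data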;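 note: 0% = DMSO plus EC80 ATP and 100% = DMSO alone without ATP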
CHO-K1 Ca PAM: nonselective activator or artifact in parental CHO-K1 calcium assay; ATP EC20, Fluo-8 calcium fluorescence; 0% at ATP EC20, 100% at ATP max; activation, % at 3 µM; 0.02% of 360,000 active; AID 602247;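 active = activation above the run cutoff, the mean activation of all test compounds plus 3 SD, cut at about 40% in these data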;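 note: peak over basal fluorescence ratio in a 140 s read after ATP addition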
M1 ag parental: M1 agonist counterscreen hit in parental CHO-K1 cells. Fluo-8 calcium fluorescence; scaled to maximal ATP response, vehicle zero. activation, % at 3 µM. 0.48% of 360,000 active. AID 602248; in the data active = activation above about 15%;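 note: untransfected CHO-K1 host cells lacking M1 receptor as counterscreen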
OXTR agonist: agonists of human oxytocin receptor; CHO-OTR cells, Fluo-8 calcium fluorescence; normalized: DMSO 0%, oxytocin 100%; 0.32% of 320,000 active; P30559; AID 2435; activation, % at 3 µM;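 active = activation above the mean of all tested compounds plus 3 SD, cutoff set per screening run, cut at about 20% in these data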;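 note: peak over basal fluorescence ratio from a 100 s FLIPR kinetic read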
Target sequence (P30559 whole entry, looked up): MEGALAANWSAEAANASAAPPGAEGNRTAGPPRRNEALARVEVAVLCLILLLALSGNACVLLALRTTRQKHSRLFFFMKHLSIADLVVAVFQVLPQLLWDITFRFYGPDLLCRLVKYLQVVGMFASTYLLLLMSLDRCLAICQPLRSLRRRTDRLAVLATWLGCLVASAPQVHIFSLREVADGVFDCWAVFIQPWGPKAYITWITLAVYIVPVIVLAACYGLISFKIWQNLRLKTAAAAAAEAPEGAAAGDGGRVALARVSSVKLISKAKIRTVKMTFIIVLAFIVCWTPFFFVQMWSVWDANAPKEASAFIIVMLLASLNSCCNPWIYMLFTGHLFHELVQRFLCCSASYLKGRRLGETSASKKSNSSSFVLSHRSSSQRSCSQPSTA
CHO parental Ca: signal in parental CHO cells, OX1R antagonist counter-screen | inhibition, % at 5.6 µM | AID 463079 | parental CHO-K1, ATP-induced calcium, Fluo-8 fluorescence | 0.63% of 330,000 active;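 active = inhibition above that plate's mean sample inhibition plus 3 SD, cut at about 26% in these data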;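 note: 0% = ATP-challenged DMSO wells and 100% = DMSO wells without ATP; some compounds past the cut are filed as inactive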
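Assay system: parental CHO cells; Read-out basis: percent inhibition of ATP-evoked calcium rise, normalized to controls; Benchmarks: ATP and no-ATP DMSO wells; Compound dosing: single nominal dose of 5.6 µM per compound; Signal: Fluo-8 calcium dye fluorescence; Also added: ATP as calcium-mobilizing challenge; Repeats: singlicate.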
V1aR counter: activates human V1a receptor in oxytocin agonist counter-screen; P37288; CHO-V1R cells, Fluo-8 calcium fluorescence, agonist mode; 0% DMSO, 100% 3 nM vasopressin; activation, % at 3 µM; 0.25% of 320,000 active; AID 2797;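 active = activation above the mean activation of all tested compounds plus 3 SD, per screening run, cut at about 20% in these data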;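 note: signal is peak over basal fluorescence ratio across a 100 second FLIPR read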
OXTR potentiate: potentiators of human oxytocin receptor; P30559; CHO-OTR cells, Fluo-8 calcium fluorescence, potentiator mode; 0% = oxytocin EC15, 100% = EC100; activation, % at 3 µM; 0.061% of 320,000 active;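 active = activation above that plate's cutoff, the mean activation of tested compounds plus 3 SD, cut at about 6.6% in these data, passing the limit was not always enough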;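 note: 100% uses oxytocin at 75 nM as the full agonist control; some results filed as inactive read as strong as hits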
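Assay system: CHO cell line stably expressing human OTR. Reagent: EC15 oxytocin agonist. Dosing: single dose, 3.0 µM nominal final compound concentration. Timing: compound 6 min at room temperature before oxytocin, 100 s read. Signal: kinetic Fluo-8 calcium fluorescence. Controls: oxytocin EC15 low and EC100 high.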
TAAR1 antag: antagonists of human TAAR1; Q96RJ0; CHO RD-HGA16 TAAR1, Fluo-8 calcium fluorescence, antagonist; inhibition, % at 3 µM; 1.5% of 360,000 active; AID 624466;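 active = inhibition above a per-plate cutoff, the mean inhibition of test compounds on that plate plus 3 SD, cut at about 49% in these data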;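 note: 0% = DMSO plus EC80 beta-PEA response and 100% = DMSO alone without agonist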
Target sequence (Q96RJ0 whole entry, looked up): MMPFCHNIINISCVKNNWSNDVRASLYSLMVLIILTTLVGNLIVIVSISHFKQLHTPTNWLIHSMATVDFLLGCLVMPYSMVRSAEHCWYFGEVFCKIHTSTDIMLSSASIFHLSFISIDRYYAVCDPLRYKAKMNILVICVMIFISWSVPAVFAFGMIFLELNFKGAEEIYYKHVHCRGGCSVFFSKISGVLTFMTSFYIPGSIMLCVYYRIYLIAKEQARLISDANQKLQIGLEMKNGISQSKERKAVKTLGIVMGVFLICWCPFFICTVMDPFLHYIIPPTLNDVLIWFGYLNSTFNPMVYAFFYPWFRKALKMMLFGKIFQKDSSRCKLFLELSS
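Material: RD-HGA16 CHO cells with stable hTAAR1 and Gα16; Dosing: single nominal final test compound concentration of 3 µM; Schedule: seeding 17-24 h prior, 75-min 37 °C, 30-min RT dye loading; Detection: kinetic Fluo-8 calcium fluorescence measurement; Measure: % inhibition from peak post-agonist over basal fluorescence ratio; Benchmarks: vehicle and agonist controls.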
GPR7 antagonist: human neuropeptides B/W receptor 1 antagonism | P48145 | GPR7-expressing cells, fluorescence antagonist assay | inhibition, % at 4.4 µM | 1.1% of 290,000 active | AID 1861; in the data active = inhibition above about 16%, passing the limit was not always enough;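 note: cells stimulated with the agonist NPW; 0% = agonist with vehicle and 100% = vehicle without agonist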
Target sequence (P48145 whole entry, looked up): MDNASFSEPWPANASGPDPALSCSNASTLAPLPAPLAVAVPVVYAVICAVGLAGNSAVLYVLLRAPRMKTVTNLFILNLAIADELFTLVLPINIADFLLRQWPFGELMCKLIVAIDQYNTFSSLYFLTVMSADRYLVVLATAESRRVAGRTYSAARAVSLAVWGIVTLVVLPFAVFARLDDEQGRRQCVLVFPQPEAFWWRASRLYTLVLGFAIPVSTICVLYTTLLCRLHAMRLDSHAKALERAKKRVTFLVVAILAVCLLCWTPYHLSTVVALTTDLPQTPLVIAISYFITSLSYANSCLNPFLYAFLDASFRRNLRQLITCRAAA
Starred values were filed as active, the others as inactive; . = not tested or not shown.

SMILES	CHO-K1 Ca antag	CHO-K1 Ca PAM	M1 ag parental	OXTR agonist	CHO parental Ca	V1aR counter	OXTR potentiate	TAAR1 antag	GPR7 antagonist
CCN(C1=NS(=O)(=O)c2ccccc21)N(CC)S(=O)(=O)c1ccc(C)cc1	-3	-4	-0.1	-1.8	-21	0.1	-9	20	-3
COc1ccccc1N1CCN(C(=O)CSc2nc(C)cc(=O)[nH]2)CC1	-6	-3	0.1	0.2	-2	-0.8	-8	-8	-7
CC(C)n1c(C(F)(F)F)nc2cc(C(=O)N3CCCCC3)ccc21	6	-13	0.5	-0.9	-20	0.8	1	-9	-2
CC1(C)Cc2ccccc2C(=NC(Cc2c[nH]c3ccccc23)C(=O)O)N1 (stereo unspecified)	-2	8	2.0	0.2	-10	-0.7	-3	-16	4
CCOC(=O)Cc1nnc(NC(=O)CSc2nnc3c4ccccc4n(C)c3n2)s1	-18	2	-0.2	-2.2	-30	-0.7	-6	7	-10
Cc1ccc2nc(-c3ccc(NC(=O)C(C)N4C(=O)c5ccccc5C4=O)cc3)sc2c1 (stereo unspecified)	4	6	0.3	2.7	-13	6.0	2	15	9
CC1=C(C(=O)OCc2ccccc2)C(c2ccccc2)NC(=O)N1 (stereo unspecified)	0	18	1.4	-1.0	7	0.1	-10	-6	-10
COC(=O)c1ccc(/C=N/OCC(=O)NCCc2ccc(OC)c(OC)c2)cc1	-21	5	4.7	1.8	-14	4.4	-12	-8	-4
O=C(c1cc(COc2c(F)cccc2F)on1)N1CCC(c2ccncc2)CC1	10	2	9.5	8.3	22	6.3	-12	10	1
O=C1C(C=NC2CC2)=C(O)c2ccccc21	-3	13	0.2	-1.3	-8	-0.6	-11	6	1
CCOC(=O)c1cnc(=O)[nH]c1C	.	.	.	1.9	-9	2.2	-8	.	.
O=C(Nc1ccccc1)c1cnc[nH]1	9	-1	0.7	-0.1	-2	1.0	-2	1	-16
COc1ccc2ccc3cccc[n+]3c2c1	-8	14	3.5	.	.	.	.	4	.
O=C(NN1C(=O)c2ccccc2NC1c1ccccc1OCc1ccccc1)c1ccncc1 (stereo unspecified)	6	1	-0.1	-0.3	-17	-0.5	-8	-5	-10
CN(C)N=C1c2cc(S(=O)(=O)N3CCOCC3)ccc2-c2ccc(S(=O)(=O)N3CCOCC3)cc21	-11	25	1.0	0.1	-1	0.5	0	6	-4
COc1cccc(C(=O)C2CCCN(Cc3cn(C)nc3-c3ccccc3)C2)c1 (stereo unspecified)	3	6	0.2	1.4	-19	2.8	2	-15	-11
Cc1nc(=O)c(-c2ccccc2)c(C)n1Cc1ccccc1	1	-2	-0.5	-0.7	-3	-0.4	-6	7	-2
COc1cc(/C=N/NC(=O)c2ccccn2)ccc1OC(=O)c1ccccc1Br	27*	-7	3.0	1.0	-26	1.8	-12	70*	-23
COc1ccc(NC(=O)CSc2nnnn2C2CCCC2)c(OC)c1	3	2	0.4	.	.	.	.	-3	2
COc1ccc(C(=O)Nc2ccc3c(c2)nc(CN2CCCC2)n3C)cc1	-8	9	0.9	1.1	-7	-0.5	-7	-6	-4
O=C(CNC(=O)c1ccccc1F)NC1=NCCS1	-4	6	2.0	0.4	-6	0.5	3	3	-4
CCOc1ccccc1NS(=O)(=O)c1cc2c3c(c1)C(C)C(=O)N3CCC2 (stereo unspecified)	-5	4	0.8	0.1	5	0.5	-9	-21	-8
C/C=C(\C)C(=O)O[C@H](c1cc2ccc(=O)oc2cc1OC)[C@@H](O)C(C)(C)O	-18	22	0.7	1.0	-6	1.8	-2	3	.
CCCc1nn(-c2ccccc2)c2c1C(c1cccs1)C(C#N)=C(N)O2 (stereo unspecified)	-2	0	0.2	4.1	-26	5.5	-6	12	-8
NC(=O)CC(NC(=O)Cc1ccc(Br)cc1)c1ccc(N2CCC(Cc3ccccc3)CC2)c([N+](=O)[O-])c1 (stereo unspecified)	8	3	-0.8	-1.4	-3	-0.1	2	4	.
O=C(COc1ccccc1)N=C1SC2CS(=O)(=O)CC2N1Cc1ccccc1 (stereo unspecified)	-10	-5	0.2	0.6	-7	0.6	-3	-8	-13
C[C@H](CO)N1C[C@H](C)[C@H](CN(C)C(=O)c2ccncc2)OCc2cnnn2CCCC1=O	-4	-3	0.1	.	.	.	.	-3	.
O=C(CCC1CCCC1)Nc1cc(Cl)ccc1N1CCOCC1	-10	7	-1.3	-3.1	-37	-0.4	0	-22	.
Cc1ccc2[nH]c(=O)c(CN(CC3CCCO3)S(=O)(=O)c3cccc4nsnc34)cc2c1 (stereo unspecified)	2	-6	3.1	-0.7	-27	0.8	-10	33	0
O=C(c1cccc2ccccc12)C1CCCN(C(=O)CCc2cnccn2)C1 (stereo unspecified)	-24	14	2.1	-2.3	-3	-0.8	-5	-3	-4
O=C(c1cccs1)[C@@H]1[C@@H]2C(=O)N(Cc3ccc4c(c3)OCO4)C(=O)[C@@H]2C2c3ccccc3C=CN21 (stereo partly specified)	.	.	.	1.1	-9	0.9	-12	.	-4
Cn1cnc2nc[nH]c2c1=S	-13	25	0.3	.	.	.	.	-7	.
c1ccc(Cc2nc(-c3ccccn3)no2)cc1	-1	12	0.1	0.6	-5	1.1	-1	-36	-2
Cc1ccc(C)c(Nc2nc3c(S(=O)(=O)c4ccccc4)nnn3c3ccccc23)c1	-16	24	-0.5	-1.0	-14	1.8	2	3	2
C=C(C)CSc1nc(C)c(Cc2ccccc2)c(=O)[nH]1	-1	11	-0.7	-2.3	-17	-2.0	-23	2	-13
C=CCNC(=O)c1ccccc1NS(=O)(=O)c1ccc(SC)cc1	-13	3	2.0	1.2	-5	-0.3	-7	3	-11
Oc1ccc(O)c(/C(=N/Nc2ccccc2)c2ccccc2)c1	.	.	.	0.5	-6	0.4	-6	.	-6
COC(=O)C1=CNC=C(C(=O)OC)C1c1cccc2ccccc12	-14	15	1.1	-0.5	-9	-0.1	2	19	1
CCc1ccc(NC(=O)CSc2nc(NS(=O)(=O)c3ccccc3)cc(=O)[nH]2)cc1	-3	6	0.1	.	.	.	.	-2	-11
O=C(CN1C(=O)NC2(CCCC2)C1=O)OCc1ccc(F)cc1	-6	7	1.8	-1.6	-6	0.7	-10	-10	.

An excerpt of these results, with two lines to a compound.
Second line of a record: CHO-K1 Ca antag	CHO-K1 Ca PAM	M1 ag parental	OXTR agonist	CHO parental Ca	V1aR counter	OXTR potentiate	TAAR1 antag	GPR7 antagonist
O=C(COc1ccccc1)N=C1SC2CS(=O)(=O)CC2N1Cc1ccccc1 (stereo unspecified)
→ -10	-5	0.2	0.6	-7	0.6	-3	-8	-13
COc1ccc(C(=O)Nc2ccc3c(c2)nc(CN2CCCC2)n3C)cc1
→ -8	9	0.9	1.1	-7	-0.5	-7	-6	-4

Continued.
SMILES	CHO-K1 Ca antag	CHO-K1 Ca PAM	M1 ag parental	OXTR agonist	CHO parental Ca	V1aR counter	OXTR potentiate	TAAR1 antag	GPR7 antagonist
CC(OC(=O)c1cccnc1Cl)C(=O)NCc1ccccc1 (stereo unspecified)	-17	5	0.7	-0.2	1	0.0	2	-13	.
CCOC(=O)C(Oc1ccc2c(-c3ccccc3)cc(=O)oc2c1C)c1ccccc1 (stereo unspecified)	-4	27	0.2	-0.9	-16	0.7	-11	3	-6
Cc1cccc(Oc2nccc(C(F)(F)F)c2C(=O)Nc2ccc(F)cc2F)c1	-2	-4	-0.4	-2.3	-10	-1.6	1	3	-14
Nc1nc(SCc2ccc(Cl)cc2Cl)c2ncn(C3OC(CO)C(O)C3O)c2n1 (stereo unspecified)	8	10	0.2	.	.	.	.	-4	.
COCC(=O)N1C[C@H]2CON(C)[C@H]2C[C@H]1c1ccc(N2CCCCC2)cc1	14	-7	0.2	.	.	.	.	-1	.
Cc1[nH]c2ccccc2c1CCNC(=O)c1ccc2nccnc2c1	8	-12	1.1	1.8	-6	0.8	-11	-2	-2
COc1ccc(OC)c(C2CC(=O)OC3=C2C(=O)CC(C)(C)C3)c1 (stereo unspecified)	-7	10	0.8	-0.5	5	-1.2	-18	-30	-7
CCCCOc1ccc(C(=O)NCC(=O)NCC(=O)OCC)cc1	-2	16	0.2	0.1	-11	-1.1	-16	-7	-11
FC(F)(F)c1cccc(Nc2nc(N3CCOCC3)nc(N3CCOCC3)n2)c1	-6	0	-0.5	-2.0	-15	-0.5	-1	-14	-40
Cc1c(C(=O)NCc2ccccc2C(F)(F)F)sc(=O)n1Cc1ccc2ccccc2c1	-5	-3	1.0	.	.	.	.	-2	.
O=C(CN1C(=O)c2ccccc2C1=O)Nc1sc2c(c1C(=O)NCC1CCCO1)CCC2 (stereo unspecified)	-4	21	0.1	-0.6	-14	-0.3	-4	6	-12
O=C(C1=C[C@H](C2CC2)C[C@H](OCCCCO)O1)N1CCN(Cc2ccccc2)CC1	0	-5	-0.3	0.0	-20	0.1	-2	-2	0
CCC(C(=O)N1CCCCCC1)n1nc(C)n2c(cc3occc32)c1=O (stereo unspecified)	1	-2	0.6	-1.0	-9	-0.2	-21	-18	4
CCCCn1c(N)c(N(CC(C)C)C(=O)c2ccc(N3C(=O)c4ccccc4C3=O)cc2)c(=O)[nH]c1=O	-8	-9	1.6	0.1	-11	-0.9	-2	-17	.
Cc1cc(=O)[nH]c(SCC(=O)c2ccc(O)c(O)c2)n1	-9	17	0.4	0.0	-2	-1.3	-2	-21	-5
COc1ccc(OC)c(/C=N/c2oc(-c3ccco3)c(-c3ccco3)c2C#N)c1	-10	12	0.8	0.2	-8	1.9	-10	-1	-14
COc1ccc(N(CC(=O)NCc2cccs2)S(=O)(=O)c2cccc(C)c2)cc1	19	-29	0.0	.	.	.	.	17	.
CC(=O)c1ccccc1NC(=O)CCNC(=O)c1ccco1	-14	16	0.7	0.1	-7	0.0	-9	-14	0
COCCCN1C(=O)/C(=C/c2ccc(CNS(=O)(=O)c3ccccc3)o2)C(C(=O)OC)=C1C	-12	14	0.1	1.1	-9	0.7	-23	-8	0
COC(=O)c1c(C#N)c(N)nc2c1CCCC2	-9	18	0.2	0.4	-13	0.1	-2	-11	-3
COCCCN1C(=O)C(O)=C(C(=O)c2ccc(C)o2)C1c1cccc(Br)c1 (stereo unspecified)	-30	21	0.1	-1.0	-9	0.1	-2	-2	-1
C=CCN1CC(C)/C(=N\O)CC1C (stereo unspecified)	-12	18	12	0.4	1	-0.1	-7	9	-13
COc1cc(CO)c(Br)cc1OCC(N)=O	3	8	-0.1	0.9	-6	-0.2	1	-15	-5
O=C(COC(=O)/C=C/c1ccccc1)NC1CCCCCC1	1	-12	-0.1	.	.	.	.	3	.
